High-throughput results as filed in PubChem BioAssay.
Autophagy HCS: autophagy modulation, high-content screen | MEF GFP-LC3 puncta imaging; test concentration mostly 10 µM | calls only at 10 µM (by protocol) | 190,000 tested, 0.98% active;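 active = percentage of spot-positive cells more than 3 SD above its plate mean, without a fluorescence outlier flag or 80% toxicity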;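 note: spot-positive cell cutoff set from DMSO-treated cells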
MT stabilizer: microtubule stabilization, imaging screen; HeLa tubulin immunostaining HCS, 24 h; share of cells brighter than vehicle mean+2SD; % tubulin-high responders, % at 10 µM; 200,000 tested, 0.83% active; AID 2205;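 active = plate Z-score above 3 for both tubulin-high and condensed-nucleus cell shares, with cell loss under 80%, at 10 µM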;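 note: anti alpha tubulin signal scored within the nucleus-defined area of each cell; some results filed as inactive read as strong as hits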
HEK293 NOD2/NF-kB: inhibition of NOD2-driven NF-kB reporter – cell-based, luminescence, uHTS, HEK293 (AID 1566); 290,000 tested, 0.63% active; inhibition, % at 4 µM, or EC50 in µM where a hit was titrated; HEK293 NOD2/NF-kB luciferase reporter, luminescence; higher % means a stronger effect; in the data active = inhibition above about 50%; note: many of its hits are not listed in these tables
Insulin prom up: MIN6 insulin promoter up-regulation; MIN6 insulin promoter-GFP reporter, high-content imaging; stronger effect = higher value; z-score at 5 µM; AID 1625; 190,000 tested, 0.3% active;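 active = z-score above 3 at 5 µM with at least 500 cells counted in the well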
Yfh1-off respiration: enhancers of respiration in Yfh1-depleted yeast, dose response, Friedreich's ataxia, plus single-dose screen (AID 1465); fold induction at 50 µM; hits with a dose series show EC50 in µM; 220,000 tested, 0.074% active; S. cerevisiae Yfh1-off respiration, WST-1 reduction, 72 h; higher fold induction means a stronger effect;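 active = fold induction of absorbance versus untreated yeast above a set limit, then at least 30% activation at any dose in follow-up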;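 note: activators that raise dye reduction in frataxin-depleted yeast; strong numbers were not always called active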
Dynein transport: dynein cargo transport inhibition. 3617.4 mouse cells, GR-EGFP nuclear translocation imaging; test concentration mostly 20 µM; stimulated with dexamethasone, 1 µM; stronger effect = lower value. z-score, hits read low. AID 1381. 220,000 tested, 0.47% active;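 active = plate z-score of nuclear minus cytoplasmic receptor signal below a set negative limit, without overly bright fluorescence or cell loss, cut at about -3.5 in these data, passing the limit was not always enough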;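 note: z-score of nuclear minus cytoplasmic ring GR-EGFP intensity difference per well; some compounds called inactive have numbers as strong as hits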
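medium = tetracycline-free induction medium containing charcoal-stripped FBS | also added = 1.0 µM final dexamethasone stimulus | schedule = 48 h induction, 1 h compound, 30 min dex at 37 °C | technique = fixed, Hoechst-stained cells imaged at 10x for EGFP | measure = GR-EGFP nuclear translocation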
M17LAP inhibition: P. falciparum M17LAP inhibitors, primary screen, biochemical, fluorogenic H-Leu-NHMec substrate, 1536-well (AID 1619) | recombinant M17LAP, H-Leu-NHMec fluorogenic kinetic assay; higher % means a stronger effect | one-dose inhibition, % at 30 µM; IC50 in µM for titrated hits | 220,000 tested, 0.38% active;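 active = compound inhibiting the enzyme by more than half at any dose during confirmatory dose-response retesting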;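 note: plate controls were full reaction with DMSO carrier for no effect and no enzyme background for full effect; strong numbers were not always called active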
NOD1 inhibition: inhibition of NOD1-driven NF-kB reporter – cell-based, luminescence, uHTS, primary screen (AID 1578). NOD1-driven NF-kB luciferase reporter cells, luminescence; higher % means a stronger effect. inhibition, % at 4 µM; hits with a dose series show EC50 in µM. 290,000 tested, 1% active; in the data active = inhibition mostly above about 36%, no sharp cut-off; inactive = mostly below about 34%;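 note: HEK-293T reporter cells stimulated with the NOD1 agonist gamma-tri-DAP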
b-catenin transl: alters nuclear translocation of beta-catenin in HeLa cells | 190,000 tested, 0.3% active | immunofluorescence imaging | AID 1665 | nuclear translocation activity, % at 5 µM;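 active = nuclear translocation activity above 50% at 5 µM, with a well cell count of 50 or more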;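 note: per-cell ratio of nuclear to cytoplasmic median beta-catenin stain intensity; plate controls were DMSO negative control for no effect and GSK-3 inhibitor IX positive control for full effect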
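System: HeLa cells, endogenous beta-catenin; compound dosing: 5 µM primary single dose, 0.1% DMSO, 0.02–20 µM confirmation series; incubation: 24 h compound exposure at 37°C, 5% CO2; signal: beta-catenin immunofluorescence imaging with DAPI; evaluation: % activation, nuclear-to-cytoplasmic median beta-catenin signal ratio per cell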
Dynein transport cytoplasmic EGFP: also measured in Dynein transport; calls as there; z-score; measured here: cytoplasmic GR-EGFP intensity; stronger effect = higher value
Dynein transport nuclear GR-EGFP: recorded beside Dynein transport, whose call it bears; z-score; measured here: nuclear GR-EGFP intensity;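 lower value marks the stronger effect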
Dynein transport cell count: also measured in Dynein transport; calls as there; z-score; measured here: cell count per field
Insulin prom up cell count: recorded beside Insulin prom up, whose call it bears; cell count; measured here: cytotoxicity, nuclei count;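 total cells summed across four imaged fields per well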
b-catenin transl cell count 5 µM: recorded beside b-catenin transl, whose call it bears; cell count; measured here: cell count, cytotoxicity flag
MT stabilizer Hoechst-high %: further read-out of MT stabilizer, marked with its call; % Hoechst-high responders; measured here: nuclear condensation Hoechst responders;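 share of cells brighter than vehicle mean plus two SD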
MT stabilizer cytotoxicity %: recorded beside MT stabilizer, whose call it bears; toxicity, %; measured here: cytotoxicity by cell density;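 0% = mean cell density of plate MIN control wells and 100% = no cells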
Autophagy HCS cell loss 18 h: also measured in Autophagy HCS; calls as there; toxicity, %; measured here: cell loss, nuclei count;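 cell loss after 18 h compound exposure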
* marks the source's active call; other numbers are inactive results; i = inactive; · = no result given. Some of the compounds tested. The share of hits here may be higher or lower than overall.

SMILES	Autophagy HCS	Autophagy HCS cell loss 18 h	MT stabilizer	MT stabilizer Hoechst-high %	MT stabilizer cytotoxicity %	HEK293 NOD2/NF-kB	Insulin prom up	Insulin prom up cell count	Yfh1-off respiration	Dynein transport	Dynein transport cytoplasmic EGFP	Dynein transport nuclear GR-EGFP	Dynein transport cell count	M17LAP inhibition	NOD1 inhibition	b-catenin transl	b-catenin transl cell count 5 µM
COc1ccc(CCNC(=O)c2cc(S(=O)(=O)N(C)c3ccccc3)ccc2Cl)cc1	i	21.4	2.8	1.6	4.6	0.7%	0.11	1363	i	0.132	-0.0738	0.239	0.206	-5.8%	-5.8%	-0.5	894
O=C(Nc1cccc(C(F)(F)F)c1)c1cc2c(=O)c3ccccc3oc2nc1C(F)(F)F	i	8.2	1.7	1.5	7.1	17.8%	0.67	1482	i	0.988	-0.224	0.761	0.214	-7.3%	-9.9%	-5.5	828
Cc1ccc(NC(NC(=O)Cc2ccccc2)C(Cl)(Cl)Cl)cc1 (stereo not given)	i	6.8	4.0	2.9	10.0	-18.8%	0.29	1500	i	0.313	-0.273	0.235	0.116	3.7%	-13.2%	-0.2	1092
O=C(c1ccc(Cl)cc1)c1ccc(OCC(=O)N2CCOCC2)cc1	i	18.7	1.6	1.8	10.1	·	·	·	i	-0.45	-0.0225	-0.0692	0.313	10.6%	·	·	·
CCOC(=O)c1cnn2c(C(F)(F)F)cc(-c3ccco3)nc12	i	-14.2	4.3	2.1	4.3	-0.7%	0.09	1324	i	0.0563	-0.241	0.201	-0.671	-75.5%	-4.0%	-5.8	1009
Cn1cc(C(=O)c2ccc(Cl)cc2Cl)cc1C(=O)O	i	21.9	1.3	0.8	5.5	0.7%	0.45	1416	·	0.175	-0.208	-0.0722	0.231	24.2%	-8.0%	0.7	1433
N#Cc1ccccc1OCC(O)CS(=O)(=O)c1ccccc1 (stereo not given)	i	-0.9	2.6	2.0	8.9	8.1%	1.42	1395	i	-1.14	-0.253	-0.512	0.609	-7.5%	36.7%	0.5	1435
O=C(Nc1nccc(-c2cccs2)n1)c1ccccc1Cl	i	-4.8	0.6	2.0	9.4	-44.5%	0.63	1451	i	-0.0341	-0.237	-0.373	0.3	10.0%	-14.7%	-1.2	1310
CN(C1=NC(=O)C(CC(=O)O)S1)c1ccc(O)cc1 (stereo not given)	i	-8.4	2.2	2.4	3.7	6.4%	·	·	i	-0.611	-0.082	-0.419	0.523	-0.7%	-23.2%	0.5	1534
O=C1C(Cl)=C(NCC2CCCO2)C(=O)N1C1CCCCC1 (stereo not given)	i	4.8	2.2	1.2	5.4	-5.9%	-0.13	1461	i	-0.233	-0.174	-0.196	0.0521	1.3%	-18.5%	-2.3	1314
O=C(NNc1ccccc1)/C(=C\c1cccnc1)NC(=O)c1ccccc1	·	·	·	·	·	-29.4%	0.47	1034	i	-1.04	-0.242	-0.512	1.64	7.7%	-9.9%	-0.6	1322
O=C(NCCNc1ccc([N+](=O)[O-])cc1)c1ccc(Cl)cc1	i	-15.6	5.2	2.0	9.6	11.2%	-2.2	1315	i	0.199	0.509	0.362	-0.417	-0.1%	-22.5%	-0.9	1153
Cc1ccccc1CSCC(=O)NC(=O)NCc1ccco1	i	14.2	2.8	3.1	2.0	-9.4%	0.77	1148	i	0.177	-0.2	0.347	0.302	9.0%	-16.2%	-0.6	750
COc1ccccc1CNc1ncnc2nc[nH]c12	i	7.3	1.9	1.8	1.9	16.2%	0.84	1313	i	0.706	-0.131	0.644	-0.0359	6.2%	33.0%	-1.7	1106
N=c1ccn(CC(=O)NC(N)=O)c2ccccc12	i	7.1	2.7	2.3	10.6	12.1%	0.35	1557	i	-0.779	-0.128	0.0739	-0.011	18.0%	-5.7%	-1.7	886
O=C(O)CCCN=CC1=C(O)C(C(=O)c2ccccc2)CCC1=O (stereo not given)	i	5.5	4.7	2.5	6.2	1.0%	·	·	i	0.163	-0.0795	0.541	-0.0203	21.3%	-16.2%	2.7	503
COc1ccc(C(=O)c2oc3ccc(Br)cc3c2NC(C)=O)cc1	i	1.7	1.9	4.1	9.0	14.0%	-0.29	1047	i	-0.213	-0.22	0.154	0.319	-6.6%	5.8%	·	·
Cc1ccc(N(C(=O)CCC(=O)Nc2nccs2)C(C(=O)NC(C)(C)C)c2ccc(O)cc2)cc1 (stereo not given)	i	86.0	2.0	1.7	5.4	1.6%	-0.19	1444	i	-0.0561	-0.321	-0.529	0.924	4.0%	-34.8%	-0.1	1616
O=C(O)C1CCCCC1C(=O)Nc1cc(C(F)(F)F)ccc1Cl (stereo not given)	i	-4.7	3.3	1.9	8.2	4.4%	0.03	1393	i	-0.26	-0.323	-0.22	0.893	17.5µM*	-16.6%	-1.2	1072
CC(C)(C)c1ccc(C(=O)CC(=O)c2cc(Cl)ccc2O)cc1	i	31.8	1.0	1.1	4.0	11.6%	-0.93	858	i	-0.433	-0.00737	-0.054	0.948	-2.0%	23.1%	0.6	1107
CC1CN(Cc2nc3c(c(=O)[nH]c(=O)n3C)n2CCCc2ccccc2)CC(C)O1 (stereo not given)	i	-8.5	1.1	1.8	4.5	12.2%	-0.27	1079	i	-0.00585	-0.129	0.671	-1.07	15.6%	-36.7%	-0.3	1250
COc1ccc(C(CNC(=O)CCOc2ccccc2)N(C)C)cc1 (stereo not given)	i	1.4	2.2	1.4	4.6	-0.2%	·	·	i	2.42	-0.262	1.92	-0.698	-3.9%	-11.7%	·	·
O=C(c1ccco1)n1nc(NCc2ccccc2)nc1NCc1ccccc1	i	-2.4	2.9	0.4	5.9	-4.8%	-0.17	1239	i	-0.369	-0.231	-0.267	0.17	-3.5%	·	·	·
O=C(CSc1nc(NS(=O)(=O)c2ccccc2)cc(=O)[nH]1)Nc1ccc(F)cc1	i	-7.7	5.0	3.0	10.0	9.9%	0.03	1205	i	-0.0354	-0.193	0.0684	0.354	21.6%	-1.8%	-3.0	995
CCOC(=O)c1ccccc1NC(=O)CSc1nc(N)cc(=O)[nH]1	·	·	·	·	·	12.3%	0.33	1418	i	0.431	-0.0922	0.131	-0.427	-0.8%	-5.1%	-1.3	1127
C/C(CC(=O)N(C(C)C)C(C)C)=N\NC(=O)COc1ccc(Br)cc1Br	i	10.4	1.8	2.8	8.9	6.6%	0.91	1176	i	-0.568	-0.315	-0.525	0.319	0.6%	32.0%	·	·
Cc1ccc(NC(=O)C(C)N2C(=O)c3ccccc3C2=O)cc1S(=O)(=O)N1CCOCC1 (stereo not given)	i	-7.4	1.9	2.0	6.4	12.7%	0.78	1164	i	-0.985	-0.354	-0.128	0.733	13.1%	-33.2%	-1.8	1122
CCCCC1(C)Cc2ccccc2C(=S)N1 (stereo not given)	i	5.3	2.0	1.8	5.1	-1.2%	0.03	1565	i	-0.632	2.12	0.716	-0.424	-0.2%	8.2%	1.3	1423
Cc1cccc(N2C(=O)CC(N(C(=O)c3ccco3)c3cccc(C)c3)C2=O)c1 (stereo not given)	i	-6.4	2.6	1.5	5.7	0.1%	·	·	i	-0.513	-0.0995	-0.192	1.12	-4.5%	-28.8%	-1.3	1196
O=C(O)c1ccccc1S(=O)(=O)NCC(O)COc1ccc(Br)cc1 (stereo not given)	i	3.4	1.5	1.5	0.6	3.3%	0.17	1244	i	-0.738	0.0325	-0.117	-0.123	47.2%	-12.6%	0.3	1046
Cc1ccc(-n2cc(CNCCc3ncc(C)[nH]3)c(-c3ccc(F)cc3)n2)cc1	i	-3.7	5.6	3.9	6.8	4.7%	-0.14	1009	i	-1.19	-0.23	-0.668	1.56	11.4%	3.3%	-0.1	1422
O=C(COc1c(Cl)cccc1Cl)NN1C(=O)CSC1=S	i	7.7	5.7	2.1	6.2	2.9%	0.79	1029	i	0.123	-0.379	0.359	0.327	4.6%	-21.6%	1.4	1065
Cc1cc(NC(=O)CC(C)(C)C)nc2c1c(=O)oc1ccccc12	i	-5.2	4.6	3.6	6.6	16.2%	0.44	1343	i	-1.45	3.31	-0.256	1.08	3.4%	-16.2%	0.8	977
NS(=O)(=O)c1ccc(N2N=C(c3ccccc3)CC2c2ccc(F)cc2)cc1 (stereo not given)	i	-30.1	2.2	1.2	9.6	-10.2%	-0.11	1499	i	0.0105	0.0416	-0.238	0.102	-25.1%	-3.0%	0.4	1054
CCCCS(=O)(=O)/C=C\C=C/S(=O)(=O)CCCC	i	62.6	2.8	3.5	2.6	10.9%	-0.4	1791	·	-3.77	4.6	-1.11	-1.38	-4.6%	97.7%*	4.7	1049
CN1C(=O)N(C)C2(c3ccccc3)NC(=O)NC12c1ccccc1 (stereo not given)	i	6.5	1.2	1.4	10.4	-13.9%	0.88	1041	i	0.185	-0.199	0.215	-0.484	2.2%	-26.1%	-2.6	792
CC(=O)N(c1ccccc1)c1nc(/C=C/C(=O)Nc2c(C)cc(C)cc2C)cs1	i	-3.0	3.8	2.2	5.6	-182.9%	·	·	i	-0.46	-0.223	-0.0522	-0.136	-11.4%	32.9%	1.4	1067
CC(C)C(C(=O)Nc1nccs1)c1ccccc1 (stereo not given)	i	-4.3	2.9	1.9	6.5	-6.3%	·	·	i	0.744	-0.186	0.611	-0.89	5.8%	-16.8%	-2.6	1017
